PAFAH1B3 FP inh – PAFAH1B3 (human) inhibition; Q15102; recombinant PAFAH1B3, FP-rhodamine probe, fluorescence polarization; inhibition, % at 3.39 µM; 0.28% of 340,000 active; AID 492972;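 active means inhibition above the screen-wide average of all tested compounds plus 3 SD, cut at about 25% in these data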;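 further: 0% = enzyme with DMSO only and 100% = wells lacking PAFAH1B3 protein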
Target sequence (Q15102 whole entry, looked up): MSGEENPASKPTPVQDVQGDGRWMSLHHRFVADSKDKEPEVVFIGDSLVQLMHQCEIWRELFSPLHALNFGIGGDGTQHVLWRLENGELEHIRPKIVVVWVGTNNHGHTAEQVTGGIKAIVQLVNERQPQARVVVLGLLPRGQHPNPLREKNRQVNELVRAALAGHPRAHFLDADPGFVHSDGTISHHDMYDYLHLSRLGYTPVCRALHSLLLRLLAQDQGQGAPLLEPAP
pPAFAH inh – inhibitors of human plasma PAF acetylhydrolase (pPAFAH) | Q13093 | recombinant pPAFAH, FP-rhodamine probe fluorescence polarization | inhibition, % at 3.39 µM | 1.5% of 330,000 active | AID 463082;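 active means inhibition above the mean inhibition across the screen plus 3 SD, cut at about 25% in these data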;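 further: inhibitors block binding of the rhodamine activity-based probe so polarization drops; 0% = enzyme with DMSO and 100% = wells lacking pPAFAH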
LYPLA2 counter – LYPLA2 (human) inhibition in PME1 counter-screen; O95372; recombinant LYPLA2, FP-Rh probe fluorescence polarization; inhibition, % at 5.9 µM; 0.38% of 320,000 active;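 active means inhibition above the screen-wide mean plus 3 SD, limit set per campaign, cut at about 26% in these data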;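 further: 0% = LYPLA2 with DMSO and 100% = wells lacking LYPLA2 enzyme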
LYPLA1 inh – blocks human lysophospholipase 1, a PME1 counter-screen; O75608; recombinant LYPLA1, FP-Rh probe fluorescence polarization; inhibition, % at 5.9 µM; 0.16% of 320,000 active;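 active means inhibition above the mean of all tested compounds plus 3 SD, set per campaign, cut at about 14% in these data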;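 further: inhibitors block serine hydrolase probe labeling of LYPLA1 so polarization falls; 0% = enzyme with DMSO and 100% = wells lacking LYPLA1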
PME-1 inh – PME-1 (human) inhibition; Q9Y570; recombinant PME-1, FP-Rh probe fluorescence polarization; inhibition, % at 5.9 µM; 0.53% of 320,000 active; AID 2130;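 active means inhibition above the campaign mean of all compounds plus 3 SD, cut at about 26% in these data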;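 further: competitive labeling of PME-1 active site by serine hydrolase directed probe; 0% = PME-1 with DMSO and 100% = wells lacking PME-1 enzyme; inhibitors block probe labeling so polarization falls and inhibition rises; many of its hits are not listed in these tables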
Target sequence (Q9Y570 whole entry, looked up): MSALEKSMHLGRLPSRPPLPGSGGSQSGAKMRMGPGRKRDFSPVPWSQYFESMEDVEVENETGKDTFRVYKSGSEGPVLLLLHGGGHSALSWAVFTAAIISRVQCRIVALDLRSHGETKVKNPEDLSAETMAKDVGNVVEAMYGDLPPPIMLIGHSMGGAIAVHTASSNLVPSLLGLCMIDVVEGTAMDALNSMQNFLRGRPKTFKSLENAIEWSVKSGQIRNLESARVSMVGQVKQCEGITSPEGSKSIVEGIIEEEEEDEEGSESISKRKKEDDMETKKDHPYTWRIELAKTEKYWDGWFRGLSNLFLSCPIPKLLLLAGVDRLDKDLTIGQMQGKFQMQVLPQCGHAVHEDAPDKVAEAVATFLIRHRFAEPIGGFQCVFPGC
PAD4 inh – inhibitors of human PAD4; inhibition, % at 6.36 µM; AID 485272; 0.41% of 330,000 active; recombinant PAD4, RCA probe fluorescence polarization;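 active means percent inhibition above a cutoff equal to the mean of all tested compounds plus 3 SD, cut at about 15% in these data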;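 further: 0% = PAD4 with RCA probe and DMSO and 100% = probe without PAD4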
GSTO1 inh – blocks human GSTO1 in RBBP9 counter-screen; P78417; recombinant GSTO1, activity-based probe fluorescence polarization; inhibition, % at 5.96 µM; 1.1% of 300,000 active; AID 1974;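 active means inhibition above the campaign mean inhibition plus 3 SD, cut at about 35% in these data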;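 further: 0% = GSTO1-1 with DMSO and 100% = wells lacking GSTO1-1 enzyme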
Target sequence (P78417 whole entry, looked up): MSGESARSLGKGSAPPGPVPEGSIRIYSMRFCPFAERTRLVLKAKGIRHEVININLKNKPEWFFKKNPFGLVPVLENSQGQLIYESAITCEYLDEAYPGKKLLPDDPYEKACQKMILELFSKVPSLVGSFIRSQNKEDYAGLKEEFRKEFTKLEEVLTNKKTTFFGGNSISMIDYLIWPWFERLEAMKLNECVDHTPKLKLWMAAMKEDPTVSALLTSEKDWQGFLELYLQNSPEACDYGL
PREPL inhibitor – inhibits the human prolyl oligopeptidase-like enzyme. inhibition, % at 5.96 µM. 0.68% of 320,000 active. recombinant PREPL, fluorescence polarization activity-based probe; in the data active means inhibition above about 43%;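 further: 0% = enzyme with DMSO and 100% = wells lacking enzyme; many of its hits are not listed in these tables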
PAFAH1B2 FP inh – PAFAH1B2 (human) inhibition; P68402; recombinant PAFAH1B2, FP-rhodamine activity probe, fluorescence polarization; inhibition, % at 3.39 µM; 1.2% of 340,000 active;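 active means inhibition above the mean of all tested compounds plus 3 SD, cut at about 24% in these data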;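 further: 0% = enzyme with DMSO and 100% = wells lacking PAFAH1B2; many of its hits are not listed in these tables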
Target sequence (P68402 whole entry, looked up): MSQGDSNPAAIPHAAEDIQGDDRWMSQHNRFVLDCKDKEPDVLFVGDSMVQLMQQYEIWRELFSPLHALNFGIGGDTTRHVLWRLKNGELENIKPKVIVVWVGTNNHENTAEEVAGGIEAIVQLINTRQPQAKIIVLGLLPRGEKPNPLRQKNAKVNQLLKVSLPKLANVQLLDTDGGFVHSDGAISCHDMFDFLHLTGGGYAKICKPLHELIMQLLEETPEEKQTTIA
Starred values were filed as active, the others as inactive; · = no result given.

1) Cc1ccc(S(=O)(=O)NCC(C)NS(=O)(=O)c2ccccc2[N+](=O)[O-])cc1 (configuration not stated)
2) CC(C)CC(=O)O/N=C1\C(=O)N(Cc2ccc(Cl)cc2)c2ccc([N+](=O)[O-])cc21
3) CCc1noc(C)c1C(=O)Nc1cc(S(=O)(=O)N(CC)CC)ccc1N1CCOCC1
4) O=C(NCCCN1CCCC1=O)c1ccc2c(=O)n(-c3ccc(F)cc3)c(=S)[nH]c2c1
5) CC(C)CCC(C)NC(=O)C1CCN(S(=O)(=O)/C=C/c2ccccc2)CC1 (configuration not stated)
6) O=C(CSc1nnc(NC(=O)C2CC2)s1)Nc1ccc2c(c1)OCCO2
7) CSc1nc2nc(C)c(C/C=C/c3ccccc3)c(=O)n2[nH]1
8) CN1C(=S)SC(N(O)C(=O)Nc2cccc3ccccc23)C1(C)C (configuration not stated)

Compound	1	2	3	4	5	6	7	8
PAFAH1B3 FP inh	-0.9	·	2.7	·	-4.8	4.1	4.4	6.8
pPAFAH inh	7.8	35.4*	7.2	6.7	1.7	3.2	-2.3	4.4
LYPLA2 counter	2.7	43.5*	4.9	2.5	2.7	-1.0	1.0	8.7
LYPLA1 inh	-0.6	9.5	0.0	-1.6	-4.9	-3.0	0.1	4.4
PME-1 inh	0.6	35.3*	1.7	-1.7	3.7	-3.0	0.3	2.4
PAD4 inh	1.6	0.8	-1.7	-2.0	-1.4	-2.5	-4.1	-6.5
GSTO1 inh	4.3	40.3*	-4.8	0.3	-2.0	-5.7	-53.6	16.2
PREPL inhibitor	-5.4	9.4	-6.2	0.2	-2.2	3.5	11.2	27.5
PAFAH1B2 FP inh	-0.6	·	-3.6	·	-3.6	4.0	7.9	-2.3

Complete entries, quoted from the list. Values in the order: PAFAH1B3 FP inh | pPAFAH inh | LYPLA2 counter | LYPLA1 inh | PME-1 inh | PAD4 inh | GSTO1 inh | PREPL inhibitor | PAFAH1B2 FP inh
Record of `O=C(CSc1nnc(NC(=O)C2CC2)s1)Nc1ccc2c(c1)OCCO2` : 4.1 | 3.2 | -1.0 | -3.0 | -3.0 | -2.5 | -5.7 | 3.5 | 4.0
Record of `CCc1noc(C)c1C(=O)Nc1cc(S(=O)(=O)N(CC)CC)ccc1N1CCOCC1` : 2.7 | 7.2 | 4.9 | 0.0 | 1.7 | -1.7 | -4.8 | -6.2 | -3.6

Later entries:
9) Cc1ccc(-c2nn3c(C)nnc3c3ccccc23)cc1S(=O)(=O)NCCN1CCOCC1
10) COc1nc(-c2ccccc2)c2c(c1C#N)CC(C)(C)OC2
11) O=C(Cc1ncc(C(F)(F)F)cc1Cl)NCCc1ccccn1
12) C=CCN1CCN(C(=O)c2cc3c(s2)CCC(CC)C3)CC1 (configuration not stated)
13) CCOC(=O)C1CCCN(C(=O)CCNC(=O)Cn2ccc3ccccc3c2=O)C1 (configuration not stated)
14) CCN(CC(=O)Nc1ccc2c(c1)OCCO2)S(=O)(=O)c1ccc(F)cc1
15) NC(=O)c1cc2cc([N+](=O)[O-])ccc2oc1=O
16) COc1ccc2c(c1)-c1ccccc1S(=O)(=O)N2C

Compound	9	10	11	12	13	14	15	16
PAFAH1B3 FP inh	5.8	6.0	7.1	-5.7	7.2	-1.7	-1.9	5.3
pPAFAH inh	8.7	-3.6	4.4	13.6	-3.8	3.0	0.4	2.3
LYPLA2 counter	2.6	-5.2	1.4	6.0	1.5	-7.1	-0.7	-1.1
LYPLA1 inh	-1.4	3.4	0.9	3.5	-1.2	-0.9	-4.2	-0.4
PME-1 inh	7.0	-3.3	7.6	5.4	-0.4	-2.6	-7.8	1.6
PAD4 inh	-4.0	-3.7	-3.6	-6.1	0.5	-3.2	-12.7	-1.2
GSTO1 inh	9.5	6.6	1.6	4.7	0.5	4.3	2.3	-2.3
PREPL inhibitor	17.3	7.5	6.4	13.8	6.4	-1.0	0.6	-6.6
PAFAH1B2 FP inh	7.0	1.6	0.9	9.2	5.3	3.2	1.6	2.0

17) CC(C)n1nc(C(=O)NNC(=O)c2ccncc2)c2ccccc2c1=O
18) CCOc1ccc(NC(C)C(=O)N/N=C/c2cccs2)cc1 (configuration not stated)
19) O=C(NCc1ccccn1)[C@H]1C[C@@H]1[C@H](NP(=O)(c1ccccc1)c1ccccc1)c1ccccc1
20) CSc1nc(-c2ccc(C)cc2)[nH]c1S(=O)(=O)c1ccccc1
21) COc1ccc2c(c1)C(c1ccc(C)o1)=NNC(c1cccnc1)=N2
22) COc1ccc(C)cc1S(=O)(=O)N1CCC(C)CC1
23) Cc1onc(-c2ccccc2Cl)c1C(=O)Nc1nnc(-c2ccc(F)cc2)s1
24) Cc1cccc(OCC(=O)N/N=C\c2cc3c(cc2[N+](=O)[O-])OCO3)c1C

Compound	17	18	19	20	21	22	23	24
PAFAH1B3 FP inh	1.2	1.1	15.4	6.5	12.7	-3.3	1.9	9.2
pPAFAH inh	-8.5	6.3	-1.4	-0.5	2.3	1.1	1.5	7.9
LYPLA2 counter	-3.5	4.3	-3.2	-2.2	0.4	8.5	52.8*	1.6
LYPLA1 inh	-2.9	3.5	1.1	-0.2	4.7	3.0	-2.7	-0.4
PME-1 inh	-5.4	-3.5	-0.2	-5.5	-1.5	5.0	-11.4	10.6
PAD4 inh	-0.7	3.5	-3.9	-6.0	6.4	0.4	1.5	-4.8
GSTO1 inh	2.5	0.5	3.9	-4.5	9.3	1.8	-5.4	10.1
PREPL inhibitor	8.3	6.2	13.5	2.2	3.4	13.2	9.6	40.4
PAFAH1B2 FP inh	-3.2	-4.5	2.3	0.8	0.6	10.0	-0.8	7.9

25) O=C(CCNc1ccc(Cl)c(C(F)(F)F)c1)c1ccco1
26) CC[C@H]1OC(=O)[C@H](C)[C@@H](O[C@H]2C[C@@](C)(OC)[C@@H](O)[C@H](C)O2)[C@H](C)[C@@H](O[C@@H]2O[C@H](C)C[C@H](N(C)C)[C@H]2O)[C@](C)(OC)C[C@@H](C)C(=O)[C@H](C)[C@@H](O)[C@]1(C)O
27) CCc1cccc(NC(=O)CCNS(=O)(=O)c2cc(Br)cnc2N)c1
28) C#CCSc1nsc(SCC#C)c1C#N
29) O=C(CCC(=O)N1CCN(S(=O)(=O)c2ccc3ccccc3c2)CC1)Nc1cc(Cl)cc(Cl)c1
30) CC(=O)Nc1ccc(S(=O)(=O)N2CCC(C(=O)NCc3ccncc3)CC2)cc1
31) CCS(=O)(=O)C1=NN2C(=N)/C(=C\c3ccc(OCCOc4cccc(OC)c4)c(OC)c3)C(=O)N=C2S1
32) CCCCNC1C(CC)C(CCC)C(C#N)(C#N)C1(C#N)C#N (configuration not stated)

Compound	25	26	27	28	29	30	31	32
PAFAH1B3 FP inh	7.1	8.4	1.0	1.0	-2.3	7.2	-1.3	9.4
pPAFAH inh	8.6	-1.5	0.3	23.3	-5.9	2.7	6.1	4.9
LYPLA2 counter	3.9	-0.4	9.8	-1.1	-45.5	-6.4	-12.4	8.0
LYPLA1 inh	4.0	-2.2	2.3	-4.8	-25.0	-1.5	-10.1	-0.9
PME-1 inh	5.1	-5.4	4.4	1.5	-32.0	1.0	-22.4	3.0
PAD4 inh	2.8	1.7	-0.7	-0.7	-1.1	-0.8	-1.6	1.6
GSTO1 inh	1.0	4.6	8.1	25.3	-11.2	-3.1	-24.6	-24.3
PREPL inhibitor	10.6	-1.0	-3.2	-5.9	-12.2	-1.5	5.0	7.6
PAFAH1B2 FP inh	-0.9	-5.0	4.4	-1.0	-13.6	-3.8	-10.8	5.7

33) Cc1cc(C(=O)COc2ccccc2C(N)=O)c(C)n1CC1CCCO1 (configuration not stated)
34) COC(=O)c1ccc(C(NC(=O)OCc2ccccc2)/C(C)=C/[C@@H](C)C(=O)NCc2ccc(OC)c(OC)c2)cc1 (some centres not stated)
35) NC(=O)c1cc(S(=O)(=O)N2CCc3ccccc3C2)cs1
36) O=C(OCCOc1ccccc1)c1n[nH]c2ccccc12
37) CC(C)(C)N(Cc1ccccc1)C(=O)CN1C(=O)NC2(CCCCCC2)C1=O
38) Cc1ccc(C(=O)OCC(=O)NC(=O)c2ccc(C(C)(C)C)cc2)c(O)c1
39) CCOC(=O)c1c(NC(=O)COC(=O)CNC(=O)c2ccco2)sc(C)c1C
40) Cc1ccc(Oc2ncccc2N)c2c1CCC2

Compound	33	34	35	36	37	38	39	40
PAFAH1B3 FP inh	11.3	6.0	6.5	1.8	4.9	2.8	8.3	8.6
pPAFAH inh	2.5	40.4*	-0.8	-0.4	3.4	-0.4	-8.4	3.2
LYPLA2 counter	3.2	-0.3	-1.7	3.0	5.5	2.3	-2.2	1.6
LYPLA1 inh	-1.8	-3.9	-1.0	-1.0	-2.1	1.9	-2.0	0.5
PME-1 inh	-1.4	-0.5	3.2	-2.9	-0.9	-4.2	-4.8	6.1
PAD4 inh	-1.0	1.4	1.9	-4.6	-2.6	0.1	-8.8	-1.8
GSTO1 inh	-8.9	2.9	3.2	-5.4	·	-6.1	0.7	1.8
PREPL inhibitor	-7.6	-9.0	12.4	-10.7	7.7	-2.9	6.0	-2.2
PAFAH1B2 FP inh	5.3	-4.0	5.8	-0.8	12.6	-1.3	-5.2	4.5

41) CCn1c(C(=O)N2CCc3ccccc3C2)cc2oc3ccccc3c21
42) COC(=O)[C@]1(C)N[C@H](CN(C)C(=O)Nc2ccc(C(F)(F)F)cc2)[C@@H]2C(=O)N(C)C(=O)[C@@H]21
43) COc1ccc(N2CCN(C(CNC(=O)OCc3ccccc3)c3ccco3)CC2)cc1 (configuration not stated)
44) COc1ccc(/C=C(\NC(=O)c2cccs2)C(=O)NCc2ccco2)cc1OC
45) COCCNC(=O)CN(C(=O)CCC(=O)Nc1ccccn1)c1ccc(C)c(C)c1
46) Cc1c(NC(=O)COC(=O)c2ccc(Cl)nc2)c(=O)n(-c2ccccc2)n1C
47) CCCCn1c(NC(=O)c2ccccc2Cl)c(C#N)c2nc3ccccc3nc21
48) Brc1ccc(-n2cccc2/C=N/n2cnnc2)cc1

Compound	41	42	43	44	45	46	47	48
PAFAH1B3 FP inh	9.9	6.2	5.1	·	13.8	2.1	60.3*	-7.8
pPAFAH inh	5.2	0.1	2.1	5.6	-6.7	-0.8	26.9*	5.4
LYPLA2 counter	-7.4	·	1.7	-0.7	2.1	·	58.2*	3.9
LYPLA1 inh	-3.3	·	3.0	1.4	-1.2	·	45.3*	-3.0
PME-1 inh	0.2	·	1.5	-0.1	-2.3	·	26.8*	-0.7
PAD4 inh	-2.7	-1.2	3.0	0.1	-5.3	0.6	72.0*	-8.0
GSTO1 inh	-4.8	·	-2.7	3.1	-2.8	·	94.3*	-6.4
PREPL inhibitor	22.3	5.8	23.5	-8.7	17.8	26.6	38.0	-5.2
PAFAH1B2 FP inh	-2.0	4.3	5.0	·	1.0	2.3	36.2*	22.9

49) CN1CCC(C(=O)N2CCCC(C(=O)c3ccc4c5c(cccc35)CC4)C2)CC1 (configuration not stated)
50) Nn1c(Cc2cccc3ccccc23)nnc1SCc1c(Cl)cccc1Cl
51) COc1ccc(OC)c(CCNC(=O)CCc2nnc3ccc(N4CCOCC4)nn23)c1
52) CCN(c1ccccc1)S(=O)(=O)c1ccc(Cl)c(C(=O)NCCc2ccc(OC)cc2)c1

Compound	49	50	51	52
PAFAH1B3 FP inh	5.4	0.9	8.7	10.7
pPAFAH inh	2.7	1.6	3.9	3.9
LYPLA2 counter	6.2	2.9	0.5	-1.1
LYPLA1 inh	-0.7	0.0	-3.3	-6.1
PME-1 inh	2.0	1.2	0.6	21.2
PAD4 inh	-4.3	0.6	-1.8	-1.7
GSTO1 inh	3.6	3.3	-0.7	3.2
PREPL inhibitor	7.9	7.1	-0.9	4.5
PAFAH1B2 FP inh	0.5	5.4	2.5	2.4

High-throughput results: PubChem BioAssay, The Scripps Research Institute Molecular Screening Center

A portion of the library. The share of hits here may be higher or lower than overall.
